FEN1 inhibitor = inhibitors of human flap endonuclease 1. Potency, µM (top dose mostly 114 µM), for inactives: top-dose activity change, negative = inhibition, most hits filed as inhibitors. Recombinant FEN1 flap cleavage, fluorescence, 15 min. 0.35% of 390,000 active; also: nearly all actives have a fitted effect of over 65% in size
Target sequence (P39748 whole entry, looked up): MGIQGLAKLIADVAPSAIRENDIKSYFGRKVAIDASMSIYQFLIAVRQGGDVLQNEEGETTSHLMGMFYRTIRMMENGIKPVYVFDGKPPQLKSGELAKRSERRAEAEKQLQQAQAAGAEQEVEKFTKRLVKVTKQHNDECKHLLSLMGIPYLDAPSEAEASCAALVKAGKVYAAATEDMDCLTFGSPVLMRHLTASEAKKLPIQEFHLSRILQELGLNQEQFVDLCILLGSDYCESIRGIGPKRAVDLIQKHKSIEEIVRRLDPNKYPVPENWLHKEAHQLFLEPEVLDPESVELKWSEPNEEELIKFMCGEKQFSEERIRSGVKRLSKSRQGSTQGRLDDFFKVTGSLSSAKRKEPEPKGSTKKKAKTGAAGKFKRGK
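In this screen, 50 nM flap DNA substrate was added to 10 nM FEN1 pretreated with compound for 15 min at room temperature; cleavage was followed with reads at 0 and 15 min, and Hill fitting gave concentration–response parameters.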
N370S GC mod = inhibitors or activators of N370S glucocerebrosidase for Gaucher disease; P04062; Potency, µM (series often up to 59.4 µM), for the others: top-dose activity change, negative = inhibition, actives largely listed as inhibitors; N370S GC spleen homogenate, 4MU-glucoside fluorescence; AID 2101; 0.092% of 330,000 active;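 also: 0% = full enzyme activity and -100% = no enzyme basal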
TDP1 inh = TDP1 (human) enzyme inhibition; 0.28% of 350,000 active; Potency, µM (titrated, usually from 130 µM), for inactives: at the top dose activity change, negative = inhibition, hits mostly inhibitors; recombinant TDP1, AlphaScreen DNA substrate cleavage; Q9NUW8; also: nearly all actives have a fitted effect of over 40% in size
Target sequence (Q9NUW8 whole entry, looked up): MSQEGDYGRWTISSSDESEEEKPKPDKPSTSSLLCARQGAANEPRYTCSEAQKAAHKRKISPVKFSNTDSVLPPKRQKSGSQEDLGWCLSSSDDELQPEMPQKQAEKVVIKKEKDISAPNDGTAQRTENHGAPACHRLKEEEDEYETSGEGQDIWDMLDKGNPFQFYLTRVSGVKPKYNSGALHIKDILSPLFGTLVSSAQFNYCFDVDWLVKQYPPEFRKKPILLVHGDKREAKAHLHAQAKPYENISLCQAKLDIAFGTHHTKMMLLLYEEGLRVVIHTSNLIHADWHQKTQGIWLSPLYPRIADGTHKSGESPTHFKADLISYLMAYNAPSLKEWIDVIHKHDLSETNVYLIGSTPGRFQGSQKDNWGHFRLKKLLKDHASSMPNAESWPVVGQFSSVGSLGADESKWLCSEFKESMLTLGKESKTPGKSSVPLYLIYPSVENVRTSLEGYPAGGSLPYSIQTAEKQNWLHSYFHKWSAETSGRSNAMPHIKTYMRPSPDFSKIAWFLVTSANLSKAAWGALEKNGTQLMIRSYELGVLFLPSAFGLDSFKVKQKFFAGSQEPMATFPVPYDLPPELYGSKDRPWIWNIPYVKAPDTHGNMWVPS
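Tdp1 1 nM final; 15 min RT w/ cpd; substrate 15 nM, 5 min; beads 10 ug/ml, 10 min; AlphaScreen read. Neg ctrl: no enzyme.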
An asterisk follows results filed as active; ? = inconclusive; . = no result given; & = joins results of further samples; [ ] = another dose, or the depositor's remark. Calls follow the shape of the dose curve; as a rule, active = well fitted curve in the direction sought with a large enough effect; inconclusive = small, poorly fitted or top-dose-only effect, or another doubt; inactive = no such curve, though single readings can be large; an effect the other way counts as inactive or inconclusive. Unless noted, % is scaled to controls: 0 for no effect and ±100 for the full control effect; potency is read from the fitted curve at half-maximal effect.

SMILES	FEN1 inhibitor	N370S GC mod	TDP1 inh
O=C(CNC(=S)N(Cc1ccccc1)Cc1ccccc1F)NCCc1ccc(Cl)cc1	-17%	7%	6%
CC(C)(C)NC(=O)CSc1nc2[nH]ncc2c(=O)[nH]1	7%	6%	4%
CC1(C)Oc2ccc3ccc(=O)oc3c2C[C@H]1O	22%	-2%	2%
O=C(NCc1ccco1)C1Cc2ccccc2CN1C(=O)c1ccco1 (stereo not given)	11%	1%	.
CC1(C)CC(C)(c2ccc(O)cc2O)N(c2ccc3ccccc3c2)C(=S)N1 (stereo not given)	-3%	-3%	5%
Cc1ccc(Cl)cc1NC(=O)c1oc2ccc(S(=O)(=O)N(C)C3CCCCC3)cc2c1C	-12%	.	-3%
CC1CCN(S(=O)(=O)c2ccc(NC(=O)C3CC3)cc2)CC1	9%	-10%	9%[0.0935 µM]
COc1ccccc1/C=C\C=N\n1c(-c2ccc(Cl)cc2)n[nH]c1=S	4%	-21%	0%
CN(C)c1nc(=NCc2ccco2)ss1	-7%	28%	9%
Clc1ccc(SCCCCN2CCNCC2)cc1	1%	?	0%
CCCCCCn1c2c(c(=N)c3c1CCC3)CCC2	1%	3%	7%
CC(C)[C@H](NC(=O)[C@@H]1CSC2c3ccccc3C(=O)N21)C(=O)NC1CCCC1 (stereo not given in full)	-3%	-3%	3%
O=C1CC(C(=O)Nc2ccccc2)C2(CCCCC2)O1 (stereo not given)	2%	7%	5%
COCc1c(C(N)=O)nnn1-c1nonc1N	-1%	6%	0%
CCCc1cc(C(=O)Nc2cc(Br)ccc2O)no1	0%	-9%	2%
NNc1nc2sc3c(c2c(=O)n1-c1ccccc1)CCCC3	-7%	?	11%
Fc1ccc(Cn2c(SCc3ccc(F)c(C(F)(F)F)c3)nnc2C(F)(F)F)cc1	-30%	5%	-4%
Cc1cc(NCCO)c2cc(O)ccc2n1	7%	?	3%
COc1ccc(/C=C2/SC(=O)N(CCC(=O)Nc3ccc(C)cc3)C2=O)cc1OC	.	5%	4%
CC1CC(C)CN(C(=O)Cn2c(=O)c3cccn3c3cccnc32)C1 (stereo not given)	-9%	0%	-11%
CCN(C(=O)COC(=O)c1cncc(Br)c1)C1CCS(=O)(=O)C1 (stereo not given)	10%	-5%	0%
Cc1cccc(C)c1OCc1nc2ccccc2c(=O)n1/N=C/c1c[nH]c2ccccc12	14%	16%	3%
Cc1ccc(OCC(=O)Nc2ccc3nc(SCc4ccccc4)sc3c2)cc1	16%	.	-3%
Cc1ccc(CN2C(=O)CCSc3ccc(Cl)cc32)cc1	-9%	2%	1%
N#CCO/N=C/C(=O)Nc1ccc(F)cc1F	0%	2%	3%
Cc1onc(-c2ccccc2Cl)c1C(=O)Nc1nnc(-c2ccc(Br)cc2)s1	3%	?	2%
O=C(CCSc1ccccc1)NC1CCCCCC1	-8%	2%	1%
Cn1cnnc1SCC(=O)NNC(=O)c1ccc([N+](=O)[O-])cc1	-2%	.	0%
O=C1CC(c2cccs2)Cc2nc(NC(=O)C3CC3)ncc21 (stereo not given)	0%	11%	0%
Cc1nc2ccccc2c2oc(C(=O)N3CCC(C)CC3)cc12	-1%	-1%	4%
Cc1ccccc1C(=O)NC(NC(=O)c1ccccc1C)c1cccc([N+](=O)[O-])c1	-1%	-11%	-4%
CCOc1ccccc1N(C(=O)Nc1ccc(Cl)cc1)C1=NCCS1	-3%	4%	5%
CCN(CC(=O)NNC(=O)c1ccccc1)Cc1ccc(OC)c(F)c1	-1%	.	0%
Cc1ccc(Cn2ccnc2SCC(=O)Nc2ccc3c(c2)OCO3)cc1	2%	.	8%
Cc1ccc(N2C(=O)CC3(CCCC3)CC2=O)cc1	-1%	11%	0%
COc1ccc(CN(C)C(=O)COC(=O)c2cc([N+](=O)[O-])ccc2N2CCCC2)c(OC)c1OC	-3%	.	2%
O=C(N/N=C\c1ccccc1)c1sccc1-n1cccc1	-4%	7%	9%
COc1ccc(NC2=NC(=S)N(c3cccc(C)c3)C23CCCCC3)cc1	4%	.	1%
COCCN(CC1CCCN(C2Cc3ccccc3C2)C1)C(=O)c1cccc(C)c1 (stereo not given)	16%	4%	1%
Cc1ccc(-n2c(N)c(C(=O)Nc3ccccc3F)sc2=S)cc1C	1%	-6%	7%
COc1ccc(CN(CC(=O)NC2CCCC2)C(=O)CCC(=O)Nc2nc(C)cs2)cc1	-14%	-6%	1%
CC1CCN(C(=O)CSc2n[nH]c(-c3cccs3)n2)CC1	-7%	-2%	4%
FC(F)(F)COc1ccc(-c2nnc(SCc3ccccc3)o2)cn1	6%	4%	3%
CCOc1ccc(C(=O)N(Cc2ccc(N(C)C)cc2)C2CCS(=O)(=O)C2)cc1 (stereo not given)	1%	1%	8%
OC(CN1CCCC1)Cn1ccc2ccccc21 (stereo not given)	-6%	-5%	.
Cc1cc2[nH]c(=O)c(=O)[nH]c2cc1S(=O)(=O)Nc1cccc(Cl)c1C	1%	?	.
Cc1cccc(NC(=O)CNC(=O)COc2ccc(C(=O)c3ccc(F)cc3)cc2)c1C	-3%	-10%	0%
CCc1ccc(N2C(=O)CSC23C(=O)N(Cc2cccc(F)c2)c2ccccc23)cc1 (stereo not given)	11%	.	0%
COc1ccc2nc(-c3ccccc3)nc(C3CCCCC3)c2c1	-9%	-5%	-19%
Cc1cc(C)c(NC(=O)Cn2c(=O)n(CCC(=O)NCc3ccccc3Cl)c(=O)c3sccc32)c(C)c1	4%	.	2%
CCOC(=O)C1CCN(C(=O)CS(=O)Cc2nc(-c3ccc(C)cc3)oc2C)CC1 (stereo not given)	3%	1%	2%
CSc1nnc(CNC(=O)c2ccccc2)n1-c1ccc(F)cc1	-9%	0%	1%
CCOC(=O)c1n[nH]n2c1nc(=S)c1ccccc12	4%	-2%	.
COC(=O)c1sccc1NC(=O)Nc1ccc(OC)cc1	-12%	-1%	1%[56.1 µM]
COC(=O)c1ccc(NC(=O)CN2CCOCC2)cc1	-2%	19%[2.35 µM]	-1%
O=C(Cn1c(=O)oc2ccccc21)NC(=O)NCc1ccco1	9%	3%	2%
CC(NC(=O)c1ccc([N+](=O)[O-])o1)C12CC3CC(CC(C3)C1)C2 (stereo not given)	-2%	-9%	9%
CN(C)C(CNC(=O)Cc1ccc([N+](=O)[O-])cc1)c1ccccc1 (stereo not given)	-5%	-21%	-3%
CCOC(=O)c1ccc(NC(=O)Nc2cc3c(cc2N2CCCCC2)n(CC)c(=O)n3CC)cc1	-5%	.	2%
COC(=O)C1(C(=O)OC)C[C@H]2CON=C2[C@H]1c1ccccc1	.	-1%&0%	8%&6%
More entries follow.
SMILES	FEN1 inhibitor	N370S GC mod	TDP1 inh
Cc1cccc(N2CCN(C(=O)Cn3nc(C)c4sc5ccccc5c4c3=O)CC2C)c1 (stereo not given)	2%	.	14%
CC(=O)C1=C(O)C(=O)N(Cc2cccnc2)C1c1ccc(C)cc1 (stereo not given)	.	1%	-5%
Cc1cccc(NC(=O)c2ccc(OCc3c(C)noc3C)cc2)c1	-11%	.	1%[56.1 µM]
CCOC(=O)c1cnc2c(C)cccc2c1NCc1ccco1	-21%	1%	1%
COc1ccc(C)c2sc(N3CCN(C(=O)c4cccc(F)c4)CC3)nc12	1%	.	8%
C/C(=N\NC(=O)c1cccnc1)c1ccc(-n2ccnc2)cc1	-1%	0%	6%
Cc1ccc(C(=O)Nc2cccc([N+](=O)[O-])c2)cc1S(=O)(=O)Nc1cccc(C(=O)O)c1	-4%	-10%	-6%
Cc1ccc(CSc2ccc3nnc(-c4cccnc4)n3n2)cc1	-5%	1%	3%
COc1cc(S(=O)(=O)Nc2ccc(Br)cc2)ccc1N	13%	12%	3%
CC(Oc1ccccc1)C(=O)NNC(=O)c1ccccn1 (stereo not given)	1%	-1%	8%
CC(C)CC(=O)Nc1c2c(nn1-c1ccc(F)cc1)CSC2	-15%	7%	-3%
COc1ccc(C(=O)CSc2nnc(C(CO)NC(=O)c3ccc(OC)cc3)n2C)cc1 (stereo not given)	-4%	-7%	-4%
O=c1cnnc(Nc2ccc(Cl)c(C(F)(F)F)c2)[nH]1	2%	-4%	-3%
O=C(NCc1ccc(Cl)cc1)C1CCN(S(=O)(=O)N2CCOCC2)CC1	15%	5%	7%
O=C(CSc1nc2ccccc2c2nc3ccccc3n12)NCc1ccco1	?	9%	.
COc1ccccc1NC(=O)Cn1c(CCC(=O)O)ccc1-c1ccccc1	-1%	5%	5%
c1ccc(CN2CCN(c3ncnc4c3cnn4-c3ccccc3)CC2)cc1	16%	.	0%
CCc1ccccc1Nc1cc(C(=O)NC2CCC(C)CC2)c2ccccc2n1 (stereo not given)	11%	.	7%
CCOC(=O)C1CCCN(C(=O)/C=C/c2ccc(Cl)cc2)C1 (stereo not given)	-6%	-1%	0%
Cc1ccc(NC(=O)CN2C(=O)C(c3ccc(F)cc3)=NC2(C)C)c(C)c1	2%	.	-3%
O=c1c2c3nc4ccccc4nc3n(/N=C/c3ccncc3)c2ncn1-c1ccccc1	-18%	7%	6%
CCOc1ccc(-n2nc3c(Cl)nnc(C)c3c2C)cc1	5%	14%	0%
CCOC(=O)N1CCC(N(CCOC)C(=O)Nc2ccc(C)c(C)c2)CC1	-14%	-9%	7%
COC(=O)C/C=C\[C@@H](C)[C@@H](/C=N\O[C@@H]1O[C@H](COC(C)=O)[C@@H](OC(C)=O)[C@H](OC(C)=O)[C@H]1OC(C)=O)NS(=O)(=O)c1ccc(C)cc1	.	12%[12.8 µM]	7%[21 µM]
O=C1N=C(c2ccccc2)C(c2ccccc2)N1 (stereo not given)	1%	6%	6%
CN1C(=O)C2(c3ccccc31)C1CCCC=C1C(C#N)=C(N)C2(C#N)C#N (stereo not given)	5%	-7%	14%
O=C1C2CCCCN2C(=O)N1CCCCN1CCN(c2cccc(Cl)c2)CC1 (stereo not given)	0%	1%	6%
COc1ccc(NC(=O)CN2C(=O)C3(SCC(=O)N3c3ccccc3)c3ccccc32)cc1Cl (stereo not given)	-21%	.	6%
O=C(NCCOCCn1c(=O)oc2ccccc21)Nc1ccc(F)cc1	11%	.	5%
O=C(O)c1cc2c(cc1NC(=O)C1CCCC1)OCCO2	-9%	.	0%[56.1 µM]
Cc1cc(NC(=O)CS(=O)CC(=O)Nc2c(C)cccc2C)ccc1-n1cnnn1 (stereo not given)	0%	-11%	8%
C=C(CCC12O[C@H](C(=O)O)[C@@](O)(C(=O)O)[C@](C(=O)O)(O1)[C@H](OC(=O)/C=C/[C@@H](C)C[C@@H](C)CC)[C@H]2O)[C@@H](OC(C)=O)[C@H](C)Cc1ccccc1	.	15%	6%
CCOc1ccc(/C=C2/C(=O)N(c3ccc(OC)cc3)C(=S)N2CC(=O)OC)cc1OCC	-2%	-7%	6%
COc1ccccc1N1CCN(C(=O)c2sc3ncnc(N4CCN(c5ccccn5)CC4)c3c2C)CC1	14%	-1%	.
OC(CNCc1ccccc1)COc1ccccc1 (stereo not given)	0%	-2%	0%
O=C(NCc1ccccn1)C1CCC(CNS(=O)(=O)c2cccc3nsnc23)CC1 (stereo not given)	-9%	-3%	1%
COc1cc(CN(CC2CCCO2)C(=O)c2ccccc2F)cc(OC)c1OC (stereo not given)	-5%	.	0%
CCC(=O)Nc1ccc2nc(C3CC3)n(Cc3ccccc3)c(=O)c2c1	?	-1%	5%
N#Cc1ccccc1OCC(=O)OCC(=O)NCc1ccc2c(c1)OCO2	-9%	.	3%
Cc1ccc(S(=O)(=O)N(C)C)cc1-n1c(SCC(=O)N(C)C)nc2ccccc2c1=O	-10%	20%	0%

Entries of single compounds, quoted from the list.
COc1ccc(CN(CC(=O)NC2CCCC2)C(=O)CCC(=O)Nc2nc(C)cs2)cc1 in the list: FEN1 inhibitor: -14%; N370S GC mod: -6%; TDP1 inh: 1%
CCOC(=O)c1n[nH]n2c1nc(=S)c1ccccc12 in the list: FEN1 inhibitor: 4%; N370S GC mod: -2%; TDP1 inh: .
CCc1ccc(N2C(=O)CSC23C(=O)N(Cc2cccc(F)c2)c2ccccc23)cc1 (stereo not given) in the list: FEN1 inhibitor: 11%; N370S GC mod: .; TDP1 inh: 0%

As a working copy, part of the list above.
SMILES	FEN1 inhibitor	N370S GC mod	TDP1 inh
O=C(CNC(=S)N(Cc1ccccc1)Cc1ccccc1F)NCCc1ccc(Cl)cc1	-17%	7%	6%
CC(C)(C)NC(=O)CSc1nc2[nH]ncc2c(=O)[nH]1	7%	6%	4%
CC1(C)Oc2ccc3ccc(=O)oc3c2C[C@H]1O	22%	-2%	2%
O=C(NCc1ccco1)C1Cc2ccccc2CN1C(=O)c1ccco1 (stereo not given)	11%	1%	.
CC1(C)CC(C)(c2ccc(O)cc2O)N(c2ccc3ccccc3c2)C(=S)N1 (stereo not given)	-3%	-3%	5%
Cc1ccc(Cl)cc1NC(=O)c1oc2ccc(S(=O)(=O)N(C)C3CCCCC3)cc2c1C	-12%	.	-3%

Source: PubChem (National Center for Advancing Translational Sciences (NCATS))

Compounds as they come (roughly 0.57% active in at least one column).
